GPR151 activ = activators of human GPR151, primary screen, cell-based, PathHunter beta-arrestin, luminescence; G-protein coupled receptor 151 (Homo sapiens), Q8TDV0; AID 1508602, 2020; PathHunter beta-arrestin GPR151 cells; actives 1% (n = 650,000); activation, % at 11.2 µM; in the data active means activation above about 4.9%;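 further: 0% = median of compound wells and 100% = cells with positive control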
Target sequence (Q8TDV0 whole entry, looked up): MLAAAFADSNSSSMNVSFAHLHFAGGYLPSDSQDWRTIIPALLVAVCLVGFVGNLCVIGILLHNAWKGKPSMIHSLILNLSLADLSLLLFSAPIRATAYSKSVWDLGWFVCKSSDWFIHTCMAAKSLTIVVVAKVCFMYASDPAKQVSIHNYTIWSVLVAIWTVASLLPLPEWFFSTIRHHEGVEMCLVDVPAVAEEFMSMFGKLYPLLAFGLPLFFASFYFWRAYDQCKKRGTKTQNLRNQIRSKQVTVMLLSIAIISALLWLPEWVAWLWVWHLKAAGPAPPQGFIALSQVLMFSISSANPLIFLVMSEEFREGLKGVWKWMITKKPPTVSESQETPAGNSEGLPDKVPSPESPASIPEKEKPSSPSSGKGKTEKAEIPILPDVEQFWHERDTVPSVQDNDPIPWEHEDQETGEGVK
MITF inh = MITF inhibitors, primary screen, biochemical, AlphaScreen, human; AlphaScreen MITF homodimerization, bead proximity signal; inhibition, % at 2.6 µM; actives 0.91% (n = 650,000); in the data active means inhibition above about 50%;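 further: 0% = vehicle wells with protein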
Target sequence (O75030 whole entry, looked up): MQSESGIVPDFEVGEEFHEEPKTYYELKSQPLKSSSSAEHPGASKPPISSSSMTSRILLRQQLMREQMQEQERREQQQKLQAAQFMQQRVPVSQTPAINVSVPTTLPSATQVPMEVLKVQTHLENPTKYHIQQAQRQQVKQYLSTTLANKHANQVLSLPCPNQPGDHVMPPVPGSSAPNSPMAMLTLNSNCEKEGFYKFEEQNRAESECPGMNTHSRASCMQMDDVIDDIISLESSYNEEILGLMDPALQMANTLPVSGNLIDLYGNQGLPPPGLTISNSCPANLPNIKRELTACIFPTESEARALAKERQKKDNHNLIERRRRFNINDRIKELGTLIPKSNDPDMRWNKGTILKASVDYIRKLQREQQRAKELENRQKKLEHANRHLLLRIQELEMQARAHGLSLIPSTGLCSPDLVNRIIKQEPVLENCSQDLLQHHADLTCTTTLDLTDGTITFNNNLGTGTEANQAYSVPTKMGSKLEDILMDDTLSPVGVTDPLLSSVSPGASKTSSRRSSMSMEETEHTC
FBW7 act = FBW7 E3 ligase activators, primary screen, biochemical, AlphaScreen, human; F-box/WD repeat-containing protein 7 (Homo sapiens), Q969H0; normalized activity (activation), % at 26.1 µM; actives 0.13% (n = 650,000); AlphaScreen FBW7–phospho-cyclin E peptide binding, activator screen; AID 1259310, 2017; in the data active means normalized activity above about 1.9%;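 further: purified mutant Fbw7 with reduced substrate affinity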
TEAD-YAP inh = TEAD-YAP interaction inhibition, primary screen, TEAD-YAP interaction inhibitor project, luminescence, HEK-TIYL cells. TEAD-Gal4/YAP UAS-luciferase luminescence. inhibition, % at 9.12 µM. actives 1.4% (n = 640,000). AID 1259422, 2018; in the data active means inhibition above about 32%;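 further: 0% = median of test compound wells and 100% = reference inhibitor wells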
* marks the source's active call; other numbers are inactive results; & = joins results of further samples.

SMILES | GPR151 activ | MITF inh | FBW7 act | TEAD-YAP inh
CCOCCC(=O)Nc1ccccc1Sc1ccccc1 | -0.4 | 1.2 | -0.1 | -8.7
COc1ccc(OCC(=O)N2CCCC(CNC(=O)c3ccc(F)cc3)C2)cc1 (configuration not stated) | -0.7 | 6.3 | -0.1 | -9.8
CCOc1ccccc1CNCc1c(C(=O)O)c(C)n(Cc2cccc(Cl)c2)c1C | 4.1 | 16.1 | 0.3 | 9.0
CCCC1(C2CCN(C(=O)Cc3c(C)noc3C)CC2)NC(=O)N(CC2CCCO2)C1=O (configuration not stated) | 0.8 | -8.2 | 0.0 | -17.6
Cc1cc(N2CCN(C(=O)c3ccc(F)cc3F)CC2)c(F)cc1[N+](=O)[O-] | 2.3 | 8.5 | 0.1 | 23.4
CCN1C(=O)CC(C(=O)Nc2ccc(OC)cc2)SC1=Nc1cccc(Cl)c1 (configuration not stated) | 0.8 | -3.7 | -0.1 | 4.8
CCOc1ccc(NC(=O)c2c(NC(=O)c3cccs3)sc3c2CCC(C(C)(C)C)C3)cc1 (configuration not stated) | -0.8 | 24.5 | 0.4 | -1.0
CCOc1ccc(/C(O)=C2/C(=O)C(=O)N(CCCN(C)C)C2c2ccc(F)cc2)cc1C (configuration not stated) | -1.1 | 9.3 | 0.4 | 6.5
COc1cc(C2CC(=O)NC(SCC(N)=O)=C2C#N)cc(Br)c1O (configuration not stated) | 2.8 | -14.8 | 0.1 | 0.1
Cc1cc(NS(=O)(=O)c2ccc(NC(=S)NC(=O)c3cccs3)cc2)no1 | -2.1 | 11.2 | -0.6 | -0.4
N#CC1=C(N)Oc2n[nH]c(-c3ccccc3)c2C1c1cccc2ccccc12 (configuration not stated) | 2.6 | 1.3 | -0.4 | 1.6
COc1cccc(C(=O)N2CCC3(CC2)CC(=O)c2ccccc2O3)c1 | -1.2 | 12.6 | 0.0 | 9.6
O=[N+]([O-])c1cn(-c2nc(-c3ccccc3)cc(C(F)(F)F)n2)cn1 | -1.5 | 18.2 | 1.2 | -0.6
Cc1ccc(NC(=O)CSC(=N)N)cc1 | 0.5 | 12.5 | 0.2 | 4.2
CCc1ccc(C(=O)CSc2nncn2C)cc1 | 0.0 | 5.0 | 0.3 | -19.4
CC(C)C(c1nnnn1Cc1ccc2c(c1)OCO2)N1CCN(C)CC1 (configuration not stated) | -0.8 | 11.7 | 0.9 | 4.4
Cc1nc(NC(=O)c2ccccc2[N+](=O)[O-])sc1C(=O)N(C)C | 0.7 | -3.5 | 0.0 | -3.5
CCOC(=O)CN1C(c2ccccc2Cl)Nc2ccc(Br)cc2C1c1ccccc1 (configuration not stated) | -0.6 | 8.0 | 0.0 | 10.6
O=c1[nH]c(Nc2ccc3c(c2)OCCO3)nnc1Cc1ccccc1 | -0.2 | 3.7 | 0.0 | 7.4
COCCN1C(=O)CC(CC(=O)N2CCCCC2COC)(c2ccccc2OC)C1=O (configuration not stated) | 0.8 | -0.5 | 0.2 | -65.5
COc1ccc(CNCc2ccccc2F)cc1OC | -0.5 | 31.4 | -0.3 | -3.8
COc1ccc(C(=O)Nc2c3c(nn2-c2ccc(F)cc2)CS(=O)C3)cc1OC (configuration not stated) | -0.8 | 18.8 | 0.0 | -4.8
COc1ccc(N2C(=O)C(F)(F)C2c2ccc(Cl)cc2)cc1 (configuration not stated) | 1.0 | -11.6 | 0.1 | -5.8
N#CCSc1nnc(-c2ccccc2)c2ccccc12 | 0.7 | -1.5 | -0.1 | -10.6
O=C(NCC1CCCO1)c1ccc(-n2cc(-c3ccnc4ccccc34)cn2)cc1 (configuration not stated) | -0.1 | -10.1 | 0.2 | 4.7
CC1C(=O)CC(c2ccc(Cl)cc2)NC1c1ccc(Cl)cc1 (configuration not stated) | 0.9 | -6.7 | 0.0 | 1.9
Cc1nc2ccccc2n1-c1ccc([N+](=O)[O-])cc1 | 0.4 | -7.3 | 0.0 | -1.4
O=[N+]([O-])c1ccccc1Oc1ccccc1Cl | -0.8 | -13.9 | 0.0 | -5.2
COc1ccc(CC(=O)NCC2Cc3cccc(-c4cncc(C(N)=O)c4)c3O2)cc1OC (configuration not stated) | 1.3 | -8.0 | 0.0 | 4.9
CCc1cccc(C)c1NC(=O)C(CC(C)C)N1C(=O)c2ccccc2C1=O (configuration not stated) | -0.5 | 5.7 | 0.0 | 4.2
CCOC(=O)C1=C(c2ccccc2)N=C2SCC(=O)N2C1c1cccs1 (configuration not stated) | -1.4 | 0.7 | 0.0 | -0.4
CCCc1cc(C(=O)NCCc2ccccc2)no1 | -0.6 | -0.2 | 0.1 | -45.8
O=C(NCc1cccnc1)c1c[nH]c(=O)[nH]c1=O | -0.4 | 8.1 | 0.9 | 4.5
Oc1ccc(/C=N/NC(=S)NCCN2CCOCC2)c(O)c1 | 1.6 | 93.6* | -1.2 | -6.4
CC1=C(C(=O)OCC2CCCO2)C(c2ccc(O)cc2)C2=C(CC(C)(C)CC2=O)N1 (configuration not stated) | -0.7 | -2.6 | 0.0 | -17.1
OCCC1CN(Cc2c[nH]c3ccccc23)CCN1C1CCCC1 (configuration not stated) | -1.6 | 11.3 | -0.1 | -0.6
O=C(Nc1ccc2c(c1)OCO2)N1CCC(CO)(CC2CCCCO2)CC1 (configuration not stated) | 2.4 | -11.6 | -0.1 | -14.9
Cc1cc2cc(CN(Cc3ccc(F)cc3)C(=O)C3CC3)c3nnnn3c2cc1C | 0.3 | -5.5 | -0.2 | -1.6
COC(=O)c1ccc(/C=N/NC(=O)COc2ccc(Br)cc2OC)cc1 | -0.2 | 1.0 | -0.1 | 9.3
Cn1c2c(c(=O)[nH]c1=O)C(c1cccc(O)c1)C1=C(N2)c2ccccc2C1=O (configuration not stated) | -0.8 | 2.1 | -0.2 | -3.4

An excerpt from above in order of molecular weight, falling.
SMILES | GPR151 activ | MITF inh | FBW7 act | TEAD-YAP inh
CCOC(=O)CN1C(c2ccccc2Cl)Nc2ccc(Br)cc2C1c1ccccc1 (configuration not stated) | -0.6 | 8.0 | 0.0 | 10.6
CCOc1ccc(/C(O)=C2/C(=O)C(=O)N(CCCN(C)C)C2c2ccc(F)cc2)cc1C (configuration not stated) | -1.1 | 9.3 | 0.4 | 6.5
COc1ccc(C(=O)Nc2c3c(nn2-c2ccc(F)cc2)CS(=O)C3)cc1OC (configuration not stated) | -0.8 | 18.8 | 0.0 | -4.8
Cc1cc2cc(CN(Cc3ccc(F)cc3)C(=O)C3CC3)c3nnnn3c2cc1C | 0.3 | -5.5 | -0.2 | -1.6
O=C(Nc1ccc2c(c1)OCO2)N1CCC(CO)(CC2CCCCO2)CC1 (configuration not stated) | 2.4 | -11.6 | -0.1 | -14.9
CC(C)C(c1nnnn1Cc1ccc2c(c1)OCO2)N1CCN(C)CC1 (configuration not stated) | -0.8 | 11.7 | 0.9 | 4.4
O=c1[nH]c(Nc2ccc3c(c2)OCCO3)nnc1Cc1ccccc1 | -0.2 | 3.7 | 0.0 | 7.4
O=[N+]([O-])c1cn(-c2nc(-c3ccccc3)cc(C(F)(F)F)n2)cn1 | -1.5 | 18.2 | 1.2 | -0.6
OCCC1CN(Cc2c[nH]c3ccccc23)CCN1C1CCCC1 (configuration not stated) | -1.6 | 11.3 | -0.1 | -0.6
Cc1ccc(NC(=O)CSC(=N)N)cc1 | 0.5 | 12.5 | 0.2 | 4.2

Carrying on:
SMILES | GPR151 activ | MITF inh | FBW7 act | TEAD-YAP inh
C[C@H](O)[C@H]1NC(=O)[C@H]2CN(S(=O)(=O)c3ccc(Cl)cc3)CCN2C1=O | 1.8 | 14.4 | -0.1 | -1.4
O=C(c1cc(S(=O)(=O)N2CCCCC2)c[nH]1)N1CCc2ccccc2C1 | -1.2 | 4.1 | -0.1 | 2.2
O=C1C(=O)N(Cc2ccc(Cl)c(Cl)c2)c2ccccc21 | 1.4&-0.2 | 4.3&9.9 | -0.2&-0.2 | 5.4
Cc1cccc(-n2c(O)c(C3=c4ccccc4=NC3=O)sc2=O)c1 | 0.5 | 19.1 | 0.1 | 14.7
Cc1ccc(/C=C2/Sc3ccccc3NC2=O)cc1 | 0.2 | 0.5 | -0.2 | -18.1
CC(=O)c1cc2c(cc1NC(=O)C1=C(C)C(=O)OC13CCCCC3)OCO2 | 0.3 | 5.2 | -0.6 | 2.4
CCOc1ccc(/C=N/NC(=O)C(=O)Nc2cccc(C(F)(F)F)c2)cc1 | 0.2 | 17.5 | 0.0 | 5.6
CCOC(=O)c1c(C)cc2ccccn12 | -1.1 | -8.9 | 0.4 | 8.1
O=C(N/N=C\c1ccc(OC(=O)c2cccs2)cc1)c1ccc([N+](=O)[O-])cc1 | 1.0 | 8.5 | -0.1 | 3.9
N#C/C(=C\c1ccccc1)C(=O)N1CCc2ccccc21 | 0.3 | -14.6 | 0.0 | -1.1
COc1ccc(CN(C#N)c2nc(C)cc(C)n2)cc1 | 1.7 | 0.7 | 0.0 | -2.5
CN(CCCC(=O)Nc1ccc(F)cc1)S(=O)(=O)c1ccc(Cl)cc1 | 1.5 | 11.4 | 0.3 | 9.0
CC[C@H](C)[C@H](NC(=O)OC(C)(C)C)C(=O)NCCc1cnc[nH]1 | -0.2 | 6.4 | 0.1 | -5.4
COC(=O)C(C(=O)N1CCN(C)CC1)C1CCCCCC1 (configuration not stated) | 0.4 | -6.2 | -0.4 | 9.1
Cc1ccc2nc(/C(C#N)=C\c3cc(Cl)cc4c3OCOC4)[nH]c2c1 | -0.5 | 2.4 | 0.0 | 2.5
CC(=O)Oc1ccc(/C=C(\C#N)C(=O)Nc2ccc(Cl)cc2[N+](=O)[O-])cc1 | 0.5 | 19.5 | 0.7 | 5.0
Cc1ccc(Cn2c(=N)n(CC(O)COc3ccc(Cl)cc3)c3ccccc32)cc1 (configuration not stated) | 1.9 | 64.3* | -0.1 | 2.6
Cc1cccc2cc(CNC3CCCCC3)c3nnnn3c12 | 0.7 | 5.0 | -0.1 | -1.7
O=C(CCn1c(=S)[nH]c2ccccc2c1=O)NCc1cccnc1 | 0.4 | 0.9 | 0.2 | -11.7
CC(C)(C)NCC(=O)Nc1ccc(S(N)(=O)=O)cc1 | -0.3 | 5.6 | -0.1 | -9.4
Cc1ccc2nc(N3N=C(c4ccc(Br)cc4)CC3c3ccc(Br)cc3)nc(-c3ccccc3)c2c1 (configuration not stated) | -1.1 | 14.2 | 1.5 | 13.5
CC1CN(CCNC(=O)c2ccnn2C)Cc2ccccc2O1 (configuration not stated) | -1.7 | -1.6 | -0.1 | -5.5
COc1ccc(C(=O)Nc2nc3c(s2)CCCC3C(=O)NC2CC2)cc1 (configuration not stated) | -0.7 | 11.3 | 0.6 | -22.7
c1ccc2c(c1)N1CCN=C1N2CCN1CCOCC1 | 0.1 | -0.1 | 0.5 | 5.2
CC(C)(C)C1CCc2c(sc(NC(=O)c3cc4nc(-c5ccc([N+](=O)[O-])cc5)cc(C(F)(F)F)n4n3)c2C#N)C1 (configuration not stated) | 0.6 | 7.4 | 0.2 | 12.1
COC(=O)C1C(c2ccccc2)c2c([nH][nH]c2=O)CC1(C)O (configuration not stated) | 2.6 | 7.9 | 0.3 | -2.5
Cc1nc(-c2cncc(-c3cc4ccccc4s3)c2)cc(N2CCC3(CC2)OCCO3)n1 | 2.9 | 1.2 | 0.0 | 4.7
CCOc1nc(NC(=O)NS(=O)(=O)Oc2ccccc2Cl)nc(-c2ccccc2)n1 | -1.4 | -1.5 | 0.8 | 0.3
Cc1ccc(C)c(S(=O)(=O)N2CCC(c3nnc(-c4ccco4)s3)CC2)c1 | -0.6 | -3.6 | -0.2 | -1.8
Cc1nc2ccccc2c(=O)n1-c1ccc(NC(=O)c2cc3ccccc3oc2=O)cc1 | 0.8 | 5.6 | 0.2 | 1.1
O=C(Nc1ccc(N2CCOCC2)cc1)c1cc(N2CCCC2CO)nc2ccccc12 (configuration not stated) | 0.2 | 9.9 | 0.4 | 10.9
CCOC(=O)c1sc2nc(SCc3cccc(Cl)c3)n(Cc3ccccc3)c(=O)c2c1C | -0.5 | 10.8 | 0.2 | -7.6
Nc1nc2c(nc(N3CCCCC3)n2[C@@H]2O[C@H](CO)[C@@H](O)[C@H]2O)c(=O)[nH]1 | 0.7 | -8.7 | 0.1 | -8.3
CCC(C)OC(=O)c1[nH]c2c(c1C)C(=O)C(C(=O)OC)C(C)C2 (configuration not stated) | 1.2 | -4.5 | -0.1 | -4.8
Cc1ccc(N2C(=O)CC(Cc3ccc(Cl)cc3)C2=O)cc1C (configuration not stated) | 0.3 | 7.9 | 0.0 | 9.6
Cc1cc(C(=O)Nc2ncn[nH]2)ccc1[N+](=O)[O-] | 0.2 | 4.2 | 0.1 | 4.6
O=C(C1CCCCC1)N1CCn2c1nc1ccccc12 | 1.3 | -2.1 | 0.0 | -5.9
CCOc1ccccc1/C=C/C(=O)NCC(=O)N1CCC(N(C)C2CCCC2)CC1 | 0.2 | 26.0 | 0.5 | -6.2
CCn1c(SCC(=O)OC(C)C)nnc1C1CCCCC1 | -0.1 | -4.0 | 0.0 | -7.9
CC(C)(C)NC(=O)C(c1cccnc1)N(Cc1ccccc1F)C(=O)c1csnn1 (configuration not stated) | 0.6 | 2.3 | 0.4 | 2.1

Screening results: PubChem, The Scripps Research Institute Molecular Screening Center
